Bioassay records (PubChem)
HGIII-sPLA2 inh = human group III sPLA2 inhibitors, primary screen, biochemical, QFRET, BODIPY PC-A2 liposome substrate; Group 3 secretory phospholipase A2 (Homo sapiens), Q9NZ20; QFRET BODIPY PC-A2 liposome hydrolysis, fluorescence; inhibition, % at 12.2 µM; 370,000 compounds, 0.56% hits;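 active means inhibition above mean plus 3 SD of compounds lying within the high and low control bounds, cut at about 19% in these data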;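 further: 0% = median of test compound wells and 100% = no enzyme DMSO wells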
Tn6 DDE FP = inhibitors of Tn6 peptide binding to fibrin DD(E), primary screen, biochemical, fluorescence polarization, human fibrin, Tn6 probe | Fibrinogen beta chain (Homo sapiens), P02675 | Fibrin DD(E) TRITC-Tn6 fluorescence polarization displacement | inhibition, % at 8.3 µM | 370,000 compounds, 0.21% hits | AID 720509, 2013;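 active means inhibition above a per-campaign cutoff: mean of compounds within control limits plus 3 SD, cut at about 15% in these data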;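 further: 0% = median of all compound wells on the plate and 100% = blocking peptide control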
proKLK7 act = proKLK7 zymogen activators, primary screen, biochemical, fluorescence intensity; Kallikrein-7 (Homo sapiens), P49862; purified proKLK7, EDANS-DABCYL substrate fluorescence; 100% is mature enzyme control, 0% vehicle; activation, % at 7 µM; 370,000 compounds, 0.9% hits;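 active means activation above the mean of all tested compounds plus 3 SD, computed per campaign excluding outliers beyond control limits, cut at about 13% in these data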
Target sequence (P49862 whole entry, looked up): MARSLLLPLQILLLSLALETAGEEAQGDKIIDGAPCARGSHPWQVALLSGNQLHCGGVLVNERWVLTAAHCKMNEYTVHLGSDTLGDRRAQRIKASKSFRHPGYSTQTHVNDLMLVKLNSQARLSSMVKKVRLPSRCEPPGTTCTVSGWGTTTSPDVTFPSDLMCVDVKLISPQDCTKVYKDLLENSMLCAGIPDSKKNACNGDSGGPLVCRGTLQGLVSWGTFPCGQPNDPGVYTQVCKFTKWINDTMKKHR
UHRF1 MBD2 ctr = UHRF1 methylated DNA binding inhibitors, primary screen, counter-screen for MBD2 inhibitor project, biochemical, TR-FRET, human UHRF1, single concentration; UHRF1 binding to methylated oligo; inhibition, % at 4.4 µM; 370,000 compounds, 0.75% hits; AID 687016, 2013; in the data active means inhibition above about 21%;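 further: UHRF1 SRA domain binding a hemimethylated CpG hairpin DNA probe; 0% = median of test compound wells and 100% = reference inhibitor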
PLCg1 inh = PLC-gamma1 enzyme inhibitors, primary screen, biochemical, fluorescence, purified enzyme; 370,000 compounds, 0.84% hits; 1-phosphatidylinositol 4,5-bisphosphate phosphodiesterase gamma-1 (Homo sapiens), P19174; fluorogenic substrate; inhibition, % at 12.2 µM; in the data active means inhibition above about 9.5%
Tn7 DDE FP = inhibitors of Tn7 peptide binding to fibrin DD(E), primary screen, biochemical, fluorescence polarization, human fibrin, Tn7 probe. Fibrinogen beta chain (Homo sapiens), P02675. inhibition, % at 8.3 µM. FP displacement of FITC-Tn7 peptide from fibrin DD(E); 0% = median of compound wells per plate. 370,000 compounds, 0.13% hits. AID 720508, 2013;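 active means inhibition above the mean of compounds falling within the control limits plus 3 SD of them, cut at about 14% in these data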;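 further: 0% = plate median of compound wells and 100% = 10 µM Aha-Tn7 peptide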
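Also added: labelled Tn7 tracer, 0.1 µM; Assay system: human fibrin DD(E) protein; Amount: 2 µM fibrin DD(E); Schedule: 10 min compound pre-incubation, 3 h probe incubation at room temperature; Repeats: one replicate per compound; Read-out basis: percent inhibition; Measured by: fluorescence polarization of the labelled Tn7 tracer.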
Rev-erbA mod = modulators of Rev-erb alpha DNA binding, primary screen, biochemical, FITC-DNA, fluorescence polarization, uHTS; Nuclear receptor subfamily 1 group D member 1 (Homo sapiens), P20393; Rev-erbα–FITC-DNA binding, 90 min; 370,000 compounds, 0.79% hits; activity, % at 10 µM;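 active means activity above about 14%, limit read from the data; passing the limit was not always enough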;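 further: 0% = DMSO wells with 35 nM protein and 100% = DMSO wells with 750 nM protein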
Target sequence (P20393 whole entry, looked up): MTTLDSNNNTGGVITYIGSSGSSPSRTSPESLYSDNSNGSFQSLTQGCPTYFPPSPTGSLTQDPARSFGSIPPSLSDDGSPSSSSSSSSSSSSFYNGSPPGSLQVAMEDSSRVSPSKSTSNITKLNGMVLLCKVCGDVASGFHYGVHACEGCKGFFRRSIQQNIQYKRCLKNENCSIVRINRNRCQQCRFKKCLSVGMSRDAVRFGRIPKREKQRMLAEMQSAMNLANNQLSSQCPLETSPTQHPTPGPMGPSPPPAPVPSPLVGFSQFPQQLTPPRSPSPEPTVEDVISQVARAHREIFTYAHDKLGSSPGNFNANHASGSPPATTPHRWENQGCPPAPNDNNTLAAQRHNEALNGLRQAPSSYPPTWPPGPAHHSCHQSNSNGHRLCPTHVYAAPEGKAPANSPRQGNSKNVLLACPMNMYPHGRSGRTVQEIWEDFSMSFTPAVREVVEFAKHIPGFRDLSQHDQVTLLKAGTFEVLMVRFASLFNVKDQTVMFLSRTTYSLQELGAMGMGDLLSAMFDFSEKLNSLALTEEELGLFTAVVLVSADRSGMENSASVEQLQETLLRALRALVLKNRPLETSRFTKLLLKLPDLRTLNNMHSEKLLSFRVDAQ
PLCb3 inh = human PLC-beta3 inhibitors, primary screen, biochemical, fluorescence | inhibition, % at 12.2 µM | Purified PLC-beta3, fluorogenic substrate | AID 720704, 2013 | 370,000 compounds, 0.18% hits; in the data active means inhibition above about 11%;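 further: 0% = median of compound wells on plate and 100% = full blocker control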
ARFGAP1 inhibitor = inhibitors of rat ARFGAP1 GAP activity, primary screen, biochemical, fluorescence polarization, GDP tracer | Arfgap1-stimulated ARF1 GTP hydrolysis, GDP FP detection | ADP-ribosylation factor GTPase-activating protein 1 (Rattus norvegicus), Q62848 | inhibition, % at 16.5 µM | AID 651572, 2012 | 360,000 compounds, 0.26% hits;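 active means inhibition above a per-plate limit, mean inhibition of low control wells plus 3 SD, cut at about 25% in these data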;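 further: 0% = DMSO wells with enzyme and 100% = wells lacking Arfgap1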
Target sequence (Q62848 1-136 limits assumed): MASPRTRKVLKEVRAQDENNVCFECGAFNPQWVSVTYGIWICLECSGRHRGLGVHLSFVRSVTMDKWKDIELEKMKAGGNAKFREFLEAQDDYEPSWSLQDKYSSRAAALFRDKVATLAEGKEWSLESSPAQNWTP
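system = rat Arfgap1 catalytic domain, aa 1-136 | technique = FP, GDP Alexa 633 tracer displaced from anti-GDP antibody, 620/688 nm | compound = one concentration, 16.5 µM, DMSO 1.26% | medium = HEPES-based buffer, pH 7.5 | timing = compound-enzyme preincubation 20 min, reaction 120 min, detection 60 min, 25 °C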
ASAP1 inh = inhibitors of human ASAP1 ArfGAP activity, primary screen, biochemical, fluorescence polarization; AID 624377, 2012; 360,000 compounds, 0.19% hits; ASAP1-stimulated ARF1 GTP hydrolysis, GDP FP detection; Arf-GAP with SH3 domain, ANK repeat and PH domain-containing protein 1 (Homo sapiens), …; inhibition, % at 16.5 µM; in the data active means inhibition above about 25%;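 further: 0% = vehicle with enzyme and substrate and 100% = no enzyme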
The depositor's hits bear a star; i = inactive; . = not tested or not shown.

SMILES,HGIII-sPLA2 inh,Tn6 DDE FP,proKLK7 act,UHRF1 MBD2 ctr,PLCg1 inh,Tn7 DDE FP,Rev-erbA mod,PLCb3 inh,ARFGAP1 inhibitor,ASAP1 inh
NC(=O)c1ccc(OCc2ccccc2)nc1,9.0,0.0,-0.9,-0.7,2.7,-7.5,-11.1,-3.4,-4.5,-0.4
C[C@@H]1CN([C@@H](C)CO)C(=O)CCCn2nncc2CO[C@@H]1CN(C)S(=O)(=O)c1ccc2ccccc2c1,-5.5,0.0,0.5,-0.6,2.1,8.3,-7.5,1.4,-10.0,8.5
O=C(COc1ccccc1[N+](=O)[O-])Nc1ccc(CN2CCOCC2)cc1,-4.5,-5.0,-0.8,1.5,2.0,1.1,-1.6,2.3,4.2,-5.0
O=C(Oc1ccccc1)c1ccc(NC(=O)c2ccco2)cc1,-2.3,6.1,0.6,6.8,3.2,-2.5,1.8,-0.1,-4.3,-13.6
CCc1ccc(NC(=S)Nc2ccc3cn[nH]c3c2)cc1,19.3*,-4.9,-0.7,4.2,-6.9,1.2,3.0,-5.7,18.3,-5.1
CCc1cc(=O)oc2cc(C)cc(OC(C)C(=O)NCCN3CCOCC3)c12 (stereo unspecified),6.8,5.7,7.6,-2.1,-95.4,2.8,3.2,-153.9,2.2,1.7
Nc1nc(CN2CCN(c3ccccn3)CC2)nc(Nc2ccc(Cl)cc2)n1,-2.8,-5.0,-0.1,-2.5,2.1,1.0,-2.8,-4.0,11.7,-12.6
COCCNC(=O)c1ccc(-n2c(SCc3cc(F)ccc3F)nc3ccccc3c2=O)cc1,15.7,5.1,0.7,1.3,4.8,0.5,4.0,0.5,2.0,-4.7
COc1cc(NC(C)=O)c2ncccc2c1Br,8.5,-6.0,0.8,-4.5,-24.7,1.4,-0.6,-36.5,-7.8,-10.8
CN(C)S(=O)(=O)c1cccc(NC(=O)COc2ccc(S(=O)(=O)N3CCOCC3)cc2Cl)c1,-2.3,-2.6,0.4,0.2,2.7,5.4,-4.1,5.5,5.2,4.6
Cc1oc(C(=O)O)cc1CSc1nnc(-c2ccccc2)n1C,3.3,-0.9,-0.4,1.8,-0.2,2.6,-4.8,2.8,2.4,-1.5
Cn1cnc(S(=O)(=O)N2CCN(C(c3ccccc3)c3ccccc3)CC2)c1,0.2,1.8,0.2,-0.4,0.9,5.3,-1.3,-5.9,-0.5,-9.8
Cc1ccc(NC(=O)CSc2ccc(-c3ccco3)nn2)cc1,-11.1,-2.1,-0.2,-1.0,-2.2,1.0,0.4,-6.6,0.2,6.6
Nc1c(C(=O)N2CCCCC2)sc(=S)n1-c1ccccc1,5.5,-2.9,-0.4,-2.9,1.6,-8.7,-0.7,2.6,8.0,-5.8
COc1ccc(-c2ccc3oc(-c4ccc(OC)cc4)c(-c4ccc(OC)cc4)c3c2)cc1,2.5,-0.2,-0.2,-1.2,0.6,7.0,-2.6,-1.8,4.6,12.8
Cc1ccc(S(=O)(=O)c2nc(S(=O)(=O)CCO)sc2N2CCOCC2)cc1,-0.1,11.0,0.0,0.1,-1.7,-8.9,-5.6,-5.4,10.1,-2.7
CCc1ccccc1NC(=S)NCCSc1ccc(Cl)cc1,-2.3,3.2,0.1,2.0,-0.1,1.8,-2.6,-6.7,0.1,-3.0
N#CCC(=O)N1CCN(C=O)CC1,-0.4,-2.5,-0.5,13.8,0.3,2.6,0.9,0.4,9.7,-5.1
CS(=O)(=O)N(CC(=O)Nc1c(F)cccc1F)c1cccc([N+](=O)[O-])c1,0.3,7.0,-0.3,2.2,-0.4,0.3,-2.9,2.3,3.8,9.5
C[C@@H]1COc2cc(F)ccc2S(=O)(=O)N1C,1.7,4.2,0.2,0.0,1.3,3.0,9.6,1.1,.,.
Cc1cccc(-n2ncc3c2CCCC3NC(=O)Cc2c(C)noc2C)c1C (stereo unspecified),5.2,6.1,0.5,2.1,0.7,6.7,-0.4,-9.6,4.3,2.5
COc1ccc(C(=O)N2CCN(c3ccc([N+](=O)[O-])c(NCCc4ccc(OC)c(OC)c4)c3)CC2)cc1,-6.8,-1.4,-0.8,11.7,0.5,4.5,9.3,4.2,-7.0,11.2
O=C(CN1C(=O)NC2(CCCC2)C1=O)Nc1cccc(-c2nnc3n2CCCCC3)c1,6.2,3.5,0.4,8.4,0.2,-9.2,3.2,-0.3,3.5,7.4
CCc1nc2ccc(C(=O)Nc3ccc(C(N)=O)cc3)cn2c1N(C)CCC(C)C,-19.3,-4.6,0.3,-1.0,-5.7,-2.5,-0.8,-11.6,10.2,-16.7
COc1cccc(N(CC(=O)N/N=C(\C)c2cccs2)S(C)(=O)=O)c1,-0.4,4.7,0.2,-3.9,2.0,-7.0,-4.0,-1.2,10.3,-3.6
CCOc1ccc2nc(-c3cc(NC(C)=O)ccc3O)sc2c1,5.1,-3.4,-30.1,2.3,-128.8,3.4,7.0,-169.2,-2.4,1.8
Cc1ccc(C)c(NS(=O)(=O)c2cc(Br)cnc2N)c1,-21.7,-2.0,0.2,-0.5,-0.8,-10.3,4.0,1.8,6.8,15.6
CCOC(=O)C1=C(C)N=C2c3ccccc3C(=O)C2C1c1ccc(Br)cc1 (stereo unspecified),15.8,-6.3,0.5,1.3,5.5,-4.0,4.2,-1.9,20.4,18.9
CC1Cc2ccccc2N1CC(=O)NC(c1ccccc1)c1ccccc1 (stereo unspecified),4.8,-6.5,0.2,4.5,1.1,5.9,-5.7,-2.1,-2.5,0.3
CC(=O)c1ccc(N2CCN(S(=O)(=O)c3ccc4c(c3)C(Cl)(Cl)C(=O)N4)CC2)cc1,9.7,6.2,0.7,-1.3,-14.8,-4.4,-0.6,-24.0,-5.6,14.9
C=C(C)CSc1cc(C)c(C#N)c2nc3ccccc3n12,0.8,-2.2,-5.2,-5.4,i,-2.0,-6.8,i,1.4,-6.0
CC(=O)Nc1ccc(NC(=O)CCCSc2nc3ccccc3s2)cc1,-8.9,-3.3,1.3,-0.3,0.1,-5.5,-3.8,-5.4,6.2,-8.6
O=C(O)c1ccccc1C(=O)Nc1ccc(Oc2cccc3ccccc23)cc1,0.0,5.9,0.5,-1.8,-3.1,2.5,-6.6,-0.4,2.6,-6.5
O=C(CNC(=O)c1ccccc1Cl)NCC(c1cccs1)N1CCOCC1 (stereo unspecified),-4.8,5.1,-0.5,-0.8,-1.1,0.2,-8.2,-4.9,5.3,-17.6
O=C(CNC(=O)c1ccc(Cl)cc1Cl)OCC(=O)N1CCCC1,3.3,10.8,0.1,-1.3,3.9,3.3,-8.9,-3.7,7.4,2.3
CC1(c2nnc(-c3ccc(Cl)cc3)o2)CC(c2cccnc2)=NO1 (stereo unspecified),3.8,0.1,-0.1,-1.6,2.6,3.2,7.5,0.2,0.8,-10.3
COc1ccccc1Nc1ccc(N)cc1,9.0,-5.1,0.5,-4.3,-0.7,1.3,12.4,-9.3,-5.4,-6.4
COc1cc(C)c(Cl)cc1S(=O)(=O)N1CCCC1,-0.5,-3.6,0.6,-0.2,1.6,3.7,-4.5,2.2,1.9,0.8
Cc1ccc(-c2csc(NCCn3c(-c4ccncc4)nc4ccccc43)n2)cc1,-6.8,-2.6,0.0,22.3*,8.8,6.8,-2.8,2.9,2.5,0.3
COCCNC(=O)c1ccc(CN2CCC(Cc3ccccc3)CC2)cc1,-0.2,-0.4,-0.6,-0.4,0.3,-4.4,0.0,-3.8,-1.3,0.9
COc1ccccc1OCc1ccc(C(=O)Nc2ccccc2F)cc1,9.4,5.5,-0.1,-2.8,3.3,-4.2,-4.9,-3.5,14.3,12.1
CCC(C)[C@H](NC(=O)N1CC(=O)Nc2ccccc21)C(=O)N1CCC[C@H]1C(=O)O (stereo partly specified),17.4,-2.8,-0.7,2.3,1.8,4.9,-4.1,0.0,2.5,-0.4
Fc1cc(F)c2nc(Nc3nc4c(F)cccc4s3)sc2c1,-5.0,0.0,-2.1,-0.4,-6.1,-6.6,10.2,-7.8,-4.2,-1.8
Cc1ccc(C(=O)OCC(=O)Nc2ccc(Cl)cn2)cc1S(=O)(=O)N1CCOCC1,-6.2,4.1,0.2,-3.1,-0.7,-2.9,-2.6,-6.7,11.2,-9.4
O=C(Nc1ccncc1)c1cc(F)cc(F)c1,2.4,6.9,-0.7,-0.7,-2.3,0.7,-7.6,0.5,0.6,5.2
CCn1c(C(=O)O)c(CC(=O)N(C)c2ccc(OC)cc2OC)c2ccccc21,0.1,-8.3,0.3,1.4,-2.5,-8.6,0.1,-11.9,-8.8,-4.5
CN1CCN(C(=O)C2=NOC3(C2)C(=O)Nc2ccccc23)CC1 (stereo unspecified),5.4,3.1,0.5,-1.9,1.3,6.3,-2.8,1.1,2.7,12.8
CCC(Sc1nc(N)c(NC(=O)c2ccc(OC)c(OC)c2)c(=O)[nH]1)C(=O)OC (stereo unspecified),10.8,-4.1,-0.1,4.7,-0.4,-2.2,2.9,2.6,-9.1,2.9
Oc1ccc(N=Cc2cc(Br)c(N3CCOCC3)o2)cc1,-2.4,14.9,0.7,-4.6,-2.4,1.6,8.3,-5.8,1.4,-11.9
Oc1ccccc1C1=NN(c2ccccc2)C(c2ccccc2)C1 (stereo unspecified),-11.1,-2.6,-44.4,-0.5,i,5.2,-3.1,i,11.6,5.5

Single records, as listed above.
COc1ccccc1OCc1ccc(C(=O)Nc2ccccc2F)cc1 as listed: HGIII-sPLA2 inh = 9.4; Tn6 DDE FP = 5.5; proKLK7 act = -0.1; UHRF1 MBD2 ctr = -2.8; PLCg1 inh = 3.3; Tn7 DDE FP = -4.2; Rev-erbA mod = -4.9; PLCb3 inh = -3.5; ARFGAP1 inhibitor = 14.3; ASAP1 inh = 12.1
CC1(c2nnc(-c3ccc(Cl)cc3)o2)CC(c2cccnc2)=NO1 (stereo unspecified) as listed: HGIII-sPLA2 inh = 3.8; Tn6 DDE FP = 0.1; proKLK7 act = -0.1; UHRF1 MBD2 ctr = -1.6; PLCg1 inh = 2.6; Tn7 DDE FP = 3.2; Rev-erbA mod = 7.5; PLCb3 inh = 0.2; ARFGAP1 inhibitor = 0.8; ASAP1 inh = -10.3
